# High-throughput results deposited in PubChem BioAssay by several laboratories.
# DAX1 inh-1 = inhibitors of DAX1 repression of SF-1 activated StAR promoter. HEK293T StAR-luciferase reporter, SF-1/DAX-1 repression relief. inhibition, % at 6.8 µM. 370,000 tested, 1.1% active. AID 652010;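 active means inhibition above the mean over all tested compounds plus 3 SD, cut at about 3.6% in these data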;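 further: 0% = DAX-1 cells with DMSO and 100% = cells lacking DAX-1 with DMSO; higher inhibition means more luminescence from relief of DAX-1 repression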
# NPR1 activator = GC-A (human) enzyme activation | P16066 | HEK293 GC-A cells, cGMP TR-FRET, EC30 ANP; 0% at EC30 ANP, 100% saturating ANP | activation, % at 10 µM | 370,000 tested, 0.14% active; in the data active means activation above about 40%
# Target sequence (P16066 whole entry, looked up): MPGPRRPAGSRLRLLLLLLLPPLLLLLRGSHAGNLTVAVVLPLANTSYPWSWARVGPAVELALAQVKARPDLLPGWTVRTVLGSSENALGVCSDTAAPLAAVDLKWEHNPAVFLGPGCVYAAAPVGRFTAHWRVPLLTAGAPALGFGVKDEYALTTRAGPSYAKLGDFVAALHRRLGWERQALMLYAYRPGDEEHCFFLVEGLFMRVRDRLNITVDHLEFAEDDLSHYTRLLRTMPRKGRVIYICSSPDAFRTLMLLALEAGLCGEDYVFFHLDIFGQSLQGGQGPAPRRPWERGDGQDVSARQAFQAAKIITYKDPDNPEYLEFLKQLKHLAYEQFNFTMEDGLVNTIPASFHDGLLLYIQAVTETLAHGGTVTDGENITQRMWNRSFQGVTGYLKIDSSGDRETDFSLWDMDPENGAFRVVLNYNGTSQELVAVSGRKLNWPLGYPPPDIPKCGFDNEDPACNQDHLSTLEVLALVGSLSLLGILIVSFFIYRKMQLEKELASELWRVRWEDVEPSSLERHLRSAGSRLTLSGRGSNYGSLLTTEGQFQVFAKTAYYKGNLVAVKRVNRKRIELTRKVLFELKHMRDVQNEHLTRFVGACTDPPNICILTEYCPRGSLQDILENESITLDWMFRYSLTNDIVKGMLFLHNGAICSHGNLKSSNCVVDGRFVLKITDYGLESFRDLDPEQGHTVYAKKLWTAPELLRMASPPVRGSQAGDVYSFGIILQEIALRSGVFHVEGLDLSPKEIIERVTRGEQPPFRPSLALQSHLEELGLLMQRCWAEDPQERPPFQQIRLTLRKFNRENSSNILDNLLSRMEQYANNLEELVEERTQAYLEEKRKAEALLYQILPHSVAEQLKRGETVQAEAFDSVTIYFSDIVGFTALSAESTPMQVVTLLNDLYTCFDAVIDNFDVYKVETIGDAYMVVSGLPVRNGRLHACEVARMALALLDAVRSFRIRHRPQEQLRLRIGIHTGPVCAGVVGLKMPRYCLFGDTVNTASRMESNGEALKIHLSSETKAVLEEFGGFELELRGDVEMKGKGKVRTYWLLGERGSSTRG
# hcDAF-12 act = H. contortus DAF-12 activation, primary screen; HEK293 hcDAF-12 lit1-tk-luc reporter, luminescence; 0% DMSO, 100% Δ7-dafachronic acid; activation, % at 6.8 µM; 370,000 tested, 1.4% active;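 active means activation above the mean of all tested compounds plus 3 SD, cut at about 5.5% in these data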;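 further: 100% = response to 3 µM Δ7-dafachronic acid high control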
# PG9 binder = small molecules binding HIV-1 gp120 antibody PG9 | TR-FRET gp120-PG9 antibody binding | inhibition, % at 6.7 µM | 360,000 tested, 0.43% active; in the data active means inhibition above about 8.5%
# ssDAF12 agonist = activates DAF-12 receptor from parasite S. stercoralis | HEK293 ssDAF-12/GRIP1 lit1-tk-luc reporter, luminescence; % of 3 µM dafachronic acid response | activation, % at 6.8 µM | 370,000 tested, 1% active;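 active means activation above the mean over all tested compounds plus 3 SD, cut at about 0.9% in these data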;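 further: 0% = DMSO-only wells and 100% = 3 µM delta7-dafachronic acid wells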
# ADAM10 inh = inhibits human ADAM10; inhibition, % at 7 µM; AID 720582; 370,000 tested, 0.62% active; recombinant ADAM10, EDANS/DABCYL FRET peptide cleavage, 3 h;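 active means inhibition above a per-campaign cutoff equal to the mean of compounds falling between control-based bounds plus 3 SD, cut at about 20% in these data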;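 further: 0% = DMSO wells while the 100% control is not disclosed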
# DAX1 inh-2 = inhibits human nuclear receptor DAX1; P51843; HEK293 Gal4-DAX1 luciferase reporter, luminescence; inhibition, % at 6.75 µM; 340,000 tested, 0.99% active; AID 504766;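 active means inhibition above the mean over all tested compounds plus 3 SD, cut at about 4.2% in these data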;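 further: 0% = DAX1-transfected cells with DMSO and 100% = empty-vector control cells with DMSO; inhibition shows as a rise in luminescence from relieved DAX1 repression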
# ADAM17 inh = ADAM17 inhibition, QFRET primary screen | recombinant ADAM17, EDANS/DABCYL FRET peptide cleavage | 370,000 tested, 0.83% active | inhibition, % at 6.95 µM | P78536;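 active means inhibition above the mean of compounds lying between control limits plus 3 SD, set per campaign, cut at about 8.5% in these data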;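 further: 0% = DMSO-only wells as the low control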
# FXN GAA850 act = increases GAA850 frataxin promoter reporter activity; HEK293 lucGAA850 FXN promoter luciferase reporter, 24 h; percent of 10 µM SAHA response; activation, % at 6 µM; 360,000 tested, 0.56% active; AID 540364;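 active means activation above the average of all compounds screened plus 3 SD, cutoff fixed separately per campaign, cut at about 7.5% in these data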;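 further: 0% = DMSO wells and 100% = 10 µM SAHA wells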
# SMARCA2 act = increases SMARCA2 function in MMTV reporter cells | MG213 cells, MMTV-luciferase reporter, dexamethasone, overnight | activation, % at 9.1 µM | 370,000 tested, 1% active | AID 652017; in the data active means activation above about 7.8%;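 further: 0% = vehicle wells and 100% = reference activator wells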
# hgDAF12 agonist = activates the H. glycines DAF-12 receptor ligand-binding domain | 370,000 tested, 1.8% active | HEK293 GAL4-hgDAF12 UAS-luciferase reporter, agonist luminescence; normalized to butyrate control | AID 687014 | activation, % at 6.8 µM;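 active means activation above a cutoff set at the mean of all screened compounds plus 3 SD, cut at about 10% in these data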;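 further: 0% = DMSO wells and 100% = sodium butyrate wells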
# Active calls of the source: *.
SMILES,DAX1 inh-1,NPR1 activator,hcDAF-12 act,PG9 binder,ssDAF12 agonist,ADAM10 inh,DAX1 inh-2,ADAM17 inh,FXN GAA850 act,SMARCA2 act,hgDAF12 agonist
Cc1cc(C)n(CC(O)COc2ccc(Cl)cc2)n1 (stereo not given),0.0,-23,-0.7,-0.1,-1.6,4,0.3,-1,2.8,0,-2.6
CCc1ccc(OCC(=O)N(C)CCC#N)c(Br)c1,-0.8,4,0.2,-0.4,-1.6,-3,-0.7,-4,2.4,1,0.3
CSc1ccc(S(=O)(=O)NCC(=O)OCC(=O)N2CCC(C)CC2)cc1[N+](=O)[O-],-0.3,2,0.2,-1.1,-0.9,4,0.8,-2,0.5,4,1.3
Cc1nn(Cc2c(Cl)cccc2Cl)c(C)c1N,-0.7,2,-0.5,2.4,-1.1,8,1.8,2,1.9,2,1.3
COCc1cccc(C2=CC(=O)C[C@H](c3ccc(OC)cc3)C2)c1,-0.2,4,-0.6,-0.4,-1.3,0,0.7,-2,-0.1,2,-0.7
C=C1CCN([C@H](C(=O)OCc2cccc(C)c2)C(C)C)S(=O)(=O)c2ccccc21,-1.1,-2,-1.7,-0.1,-1.4,2,0.8,0,6.7,-1,-2.6
CC(=O)CSc1nnc(C(F)(F)F)n1C,0.0,5,-0.3,1.6,-1.1,-3,-2.2,-3,0.0,-4,-2.7
COc1ccc(-c2noc(COc3ccc(C)c(C)c3)n2)cc1OC,-1.1,6,-0.4,1.1,-1.6,5,0.1,5,-0.7,-1,-2.0
COC(=O)c1ccc(CSc2n[nH]c(C)n2)o1,0.2,0,-2.7,-1.3,-0.9,5,2.3,0,0.6,1,0.9
Cc1cc(C(=O)CN2C(=O)NC(c3ccccc3)(c3ccccc3)C2=O)c(C)n1Cc1ccccc1,0.8,0,-1.2,1.3,-1.1,20,-0.5,3,2.7,0,0.7
CC(CC(=O)O)NCC1COc2ccccc2O1 (stereo not given),-0.6,-1,-1.3,0.6,-1.7,-5,0.6,-5,1.0,-1,-2.0
O=C(COC(=O)c1ccco1)NCc1ccc2c(c1)OCO2,0.4,4,-1.1,-0.3,-1.6,-5,0.8,-9,1.4,-2,-0.9
O=C(Nc1cccc(-c2ccc(N3CCOCC3)nn2)c1)c1ccc([N+](=O)[O-])cc1,1.6,0,3.0,1.1,-0.2,-7,1.2,-2,0.7,3,8.7
COc1ccc(/C=C/C(=O)c2ccc(C)c([N+](=O)[O-])c2)cc1O,0.1,-4,3.0,-2.2,-1.4,4,-1.7,4,1.8,-2,-3.4
CN(C)c1ccc(C(=O)OCC(=O)N2CCCCCC2)cc1,1.9,1,1.2,-1.8,-0.7,6,0.6,1,3.1,6,7.3

# Eleven entries from above, with values under each structure:
# Value order – DAX1 inh-1	NPR1 activator	hcDAF-12 act	PG9 binder	ssDAF12 agonist	ADAM10 inh	DAX1 inh-2	ADAM17 inh	FXN GAA850 act	SMARCA2 act	hgDAF12 agonist
> CCc1ccc(OCC(=O)N(C)CCC#N)c(Br)c1
    -0.8	4	0.2	-0.4	-1.6	-3	-0.7	-4	2.4	1	0.3
> CSc1ccc(S(=O)(=O)NCC(=O)OCC(=O)N2CCC(C)CC2)cc1[N+](=O)[O-]
    -0.3	2	0.2	-1.1	-0.9	4	0.8	-2	0.5	4	1.3
> Cc1nn(Cc2c(Cl)cccc2Cl)c(C)c1N
    -0.7	2	-0.5	2.4	-1.1	8	1.8	2	1.9	2	1.3
> COCc1cccc(C2=CC(=O)C[C@H](c3ccc(OC)cc3)C2)c1
    -0.2	4	-0.6	-0.4	-1.3	0	0.7	-2	-0.1	2	-0.7
> C=C1CCN([C@H](C(=O)OCc2cccc(C)c2)C(C)C)S(=O)(=O)c2ccccc21
    -1.1	-2	-1.7	-0.1	-1.4	2	0.8	0	6.7	-1	-2.6
> CC(=O)CSc1nnc(C(F)(F)F)n1C
    0.0	5	-0.3	1.6	-1.1	-3	-2.2	-3	0.0	-4	-2.7
> COc1ccc(-c2noc(COc3ccc(C)c(C)c3)n2)cc1OC
    -1.1	6	-0.4	1.1	-1.6	5	0.1	5	-0.7	-1	-2.0
> COC(=O)c1ccc(CSc2n[nH]c(C)n2)o1
    0.2	0	-2.7	-1.3	-0.9	5	2.3	0	0.6	1	0.9
> Cc1cc(C(=O)CN2C(=O)NC(c3ccccc3)(c3ccccc3)C2=O)c(C)n1Cc1ccccc1
    0.8	0	-1.2	1.3	-1.1	20	-0.5	3	2.7	0	0.7
> CC(CC(=O)O)NCC1COc2ccccc2O1 (stereo not given)
    -0.6	-1	-1.3	0.6	-1.7	-5	0.6	-5	1.0	-1	-2.0
> O=C(COC(=O)c1ccco1)NCc1ccc2c(c1)OCO2
    0.4	4	-1.1	-0.3	-1.6	-5	0.8	-9	1.4	-2	-0.9
